Bioassay records deposited in PubChem BioAssay by NMMLSC.
Bim-Bcl-XL: human Bim-Bcl-XL interaction inhibition; AID 1007; Q07817; inhibition, % at 10 µM; Bim peptide-Bcl-XL binding, bead flow cytometry, fluorescence; 190,000 tested, 0.04% active
Target sequence (Q07817 whole entry, looked up): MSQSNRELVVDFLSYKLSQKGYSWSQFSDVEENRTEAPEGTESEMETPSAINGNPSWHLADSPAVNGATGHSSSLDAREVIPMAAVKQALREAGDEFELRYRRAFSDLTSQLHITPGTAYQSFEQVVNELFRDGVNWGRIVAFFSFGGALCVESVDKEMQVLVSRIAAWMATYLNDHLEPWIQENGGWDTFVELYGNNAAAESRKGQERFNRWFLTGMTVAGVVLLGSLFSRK
Bim-Bcl-W: human Bim-Bcl-W interaction inhibition | Q92843 | bead-based flow cytometry, Bim peptide-Bcl-W binding | inhibition, % at 10 µM | 190,000 tested, 0.02% active | AID 952;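 note: 0% = bound tracer without compound and 100% = peptide blocker; higher means less fluorescent Bim peptide bound to Bcl-W beads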
GSH bead fluor: compound fluoresces at 488/530 nm on GSH beads. 190,000 tested, 0.25% active. AID 1776. GSH beads flow cytometry, compound fluorescence 488/530 nm; hits give high values. fluorescence (KMESF) at 10 µM; in the data active = fluorescence above about 89;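 note: glutathione beads carrying GST-tagged Bcl family fusion proteins plus one bare bead set; values are compound well signal with DMSO vehicle wells as background; inactives centre near 16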
ABCG2 block: blocks JC-1 efflux by human ABCG2 transporter; Q9UNQ0; IgMXP3 cells, flow cytometry; inhibition, % at 6.6 µM; 190,000 tested, 0.1% active; AID 1325;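 active = inhibition above 80%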;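 note: 0% = DMSO and 100% = nicardipine control wells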
Target sequence (Q9UNQ0 whole entry, looked up): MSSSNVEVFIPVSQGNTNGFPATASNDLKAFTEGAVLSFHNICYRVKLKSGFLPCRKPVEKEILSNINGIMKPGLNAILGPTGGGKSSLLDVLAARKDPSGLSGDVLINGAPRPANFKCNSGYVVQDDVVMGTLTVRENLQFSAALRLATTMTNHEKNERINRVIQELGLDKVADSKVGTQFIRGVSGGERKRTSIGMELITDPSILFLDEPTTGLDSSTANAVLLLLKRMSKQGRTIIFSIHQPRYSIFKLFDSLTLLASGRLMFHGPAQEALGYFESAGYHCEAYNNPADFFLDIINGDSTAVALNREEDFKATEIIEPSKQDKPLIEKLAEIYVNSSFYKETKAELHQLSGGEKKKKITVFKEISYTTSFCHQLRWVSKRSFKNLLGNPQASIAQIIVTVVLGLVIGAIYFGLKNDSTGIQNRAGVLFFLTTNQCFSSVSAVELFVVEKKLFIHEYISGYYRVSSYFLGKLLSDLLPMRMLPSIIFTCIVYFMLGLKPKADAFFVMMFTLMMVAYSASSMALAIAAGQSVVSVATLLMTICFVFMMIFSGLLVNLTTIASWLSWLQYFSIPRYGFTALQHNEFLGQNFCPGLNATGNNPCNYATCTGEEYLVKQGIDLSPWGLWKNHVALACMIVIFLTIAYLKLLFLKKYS
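Measure – % inhibition of efflux relative to nicardipine and DMSO · Test system – ABCG2 IgMXP3 and barcoded ABCB1 CCRF-Adr cell mix · Control set – nicardipine as high control, DMSO as low control · Compound – one concentration, 6.6 µM final · Signal – flow cytometry of retained JC-1 fluorescence · Timing – 10 min exposure at 25 °C with rotation, no wash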
Avidin bead fluor: compound fluoresces at 488/530 nm on avidin beads; compound fluorescence 488/530 nm, flow cytometry; hits give high values; fluorescence (KMESF) at 10 µM; 220,000 tested, 0.38% active; AID 1775; in the data active = fluorescence above about 47; note: inactives centre near 10
RGS7-Gao reg: regulators of human RGS7-Galphao interaction | P09471 | Multiplexed bead flow cytometry, RGS7-Galphao binding; actives lie on both sides | binding response (% of control), % at 10 µM | 220,000 tested, 0.35% active | AID 1439; in the data active = binding response below about 49% or above about 150%; inconclusive = no clear call, values can overlap the other calls; inactive = in between;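 note: fluorescent Galphao held in activated GDP-AlF4 state binding bead-coupled RGS7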
Bcl-2 Bim block: inhibitors of Bim-Bcl-2 interaction, human | P10415 | Bead-based flow cytometry, Bim peptide-Bcl-2 binding | inhibition, % at 10 µM | 190,000 tested, 0.06% active | AID 950; in the data active = inhibition above about 40%; inconclusive = no clear call, values can overlap the other calls;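 note: 0% = no compound wells with probe peptide and 100% = reference peptide inhibitor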
Bfl-1 Bim block: inhibitors of Bim-Bfl-1 interaction, human; Q16548; Bead-based flow cytometry, Bim-Bfl-1 binding inhibition; inhibition, % at 10 µM; 190,000 tested, 0.12% active; AID 1008;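 note: 0% = wells without compound plus tracer and 100% = blocker peptide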
RGS4-Gao reg: human RGS4-Galphao interaction regulation; Multiplexed bead flow cytometry, RGS4-Galphao binding; actives lie on both sides; P09471; 220,000 tested, 0.33% active; binding response (% of control), % at 10 µM; in the data active = binding response below about 49% or above about 150%; inactive = in between;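 note: fluorescent Galphao activated with aluminum fluoride binding bead-coupled RGS4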
ABCB1 inh: inhibitors of human ABCB1 transporter, ABCG2 counter-screen; P08183; CCRF-Adr cells, JC-1 efflux, flow cytometry; inhibition, % at 6.6 µM; 190,000 tested, 0.067% active; AID 1326; in the data active = inhibition above about 40%;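 note: 0% = vehicle and 100% = reference inhibitor; higher value means more JC-1 retained so stronger ABCB1 efflux block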
Bcl-B Bim block: disrupts Bim peptide binding to human Bcl-B. Q9HD36. 190,000 tested, 0.073% active. inhibition, % at 10 µM. bead-based flow cytometry;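 note: 0% = tracer peptide without compound and 100% = reference inhibitor peptide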
Active calls of the source: *; ? = inconclusive; . = no result given. Cut-off read from the data, not from the text of the source, unless noted: active = inhibition above about 40%.

SMILES	Bim-Bcl-XL	Bim-Bcl-W	GSH bead fluor	ABCG2 block	Avidin bead fluor	RGS7-Gao reg	Bcl-2 Bim block	Bfl-1 Bim block	RGS4-Gao reg	ABCB1 inh	Bcl-B Bim block
Cc1cccc(C(=O)NCCc2nnc(SCC(=O)Nc3nc(C)cs3)n2C)c1	0	5	7	1	11	102	1	1	106	0.3	1
COc1ccc(CCN2C(=O)CCC2(C)C(=O)NC2CCCC2)cc1OC (stereo not given)	-2	-2	14	0	11	93	-2	1	95	0.1	4
Cc1cc(OCC(O)CN(CCO)CCO)ccc1Cl (stereo not given)	0	0	8	0	13	106	-1	0	109	0.0	-1
Cc1ccc(-n2ncc3c(=O)n(CC(=O)NC4CCCCC4)cnc32)cc1C	-6	-7	12	-1	22	101	-1	-2	100	0.4	-3
CCOC(=O)c1sc(=S)n(-c2ccc3c(c2)OCO3)c1N	-6	-6	15	3	29	113	-1	8	92	0.3	-25
CC(C)=C1SC(N2CCN(c3ccc(C)cc3)CC2)=NC1=O	0	-2	17	0	8	104	3	1	105	0.3	-3
O=c1oc2ccccc2c2c1nc(C(F)(F)F)n2-c1ccccc1	-4	0	19	3	11	104	-1	-4	101	0.3	-4
CCCCn1c(Cl)nc2c1c(=O)n(C)c(=O)n2C	0	0	15	5	8	92	-1	1	91	0.3	0
CN(Cc1cn(C)nc1-c1cccc(Cl)c1)C1CCOCC1	-6	-7	17	0	10	93	-3	-4	96	-0.1	-5
C[n+]1ccccc1C1CCCC/C1=N\NC(N)=S (stereo not given)	0	4	11	3	20	?	0	1	104	0.6	-4
CCn1cc(C(=O)N2CCCc3ccccc32)c2cc(OC)c(OC)cc2c1=O	-1	-1	26	0	12	95	-6	-3	96	0.2	-4
CC(=O)c1cnc(N(C)C)s1	0	2	21	0	7	100	7	3	97	0.5	3

Profiles from above.
Record of `Cc1ccc(-n2ncc3c(=O)n(CC(=O)NC4CCCCC4)cnc32)cc1C` : Bim-Bcl-XL: -6; Bim-Bcl-W: -7; GSH bead fluor: 12; ABCG2 block: -1; Avidin bead fluor: 22; RGS7-Gao reg: 101; Bcl-2 Bim block: -1; Bfl-1 Bim block: -2; RGS4-Gao reg: 100; ABCB1 inh: 0.4; Bcl-B Bim block: -3
Record of `CCOC(=O)c1sc(=S)n(-c2ccc3c(c2)OCO3)c1N` : Bim-Bcl-XL: -6; Bim-Bcl-W: -6; GSH bead fluor: 15; ABCG2 block: 3; Avidin bead fluor: 29; RGS7-Gao reg: 113; Bcl-2 Bim block: -1; Bfl-1 Bim block: 8; RGS4-Gao reg: 92; ABCB1 inh: 0.3; Bcl-B Bim block: -25

More structures
SMILES	Bim-Bcl-XL	Bim-Bcl-W	GSH bead fluor	ABCG2 block	Avidin bead fluor	RGS7-Gao reg	Bcl-2 Bim block	Bfl-1 Bim block	RGS4-Gao reg	ABCB1 inh	Bcl-B Bim block
Oc1c(C(Nc2ccccn2)c2cccnc2)cc(Cl)c2cccnc12 (stereo not given)	-6	-2	9	-10	15	93	-9	0	97	-0.8	-3
CCc1c(C)nc2ncnn2c1N1CCCC(C(=O)Nc2ccc(NC(C)=O)cc2)C1 (stereo not given)	-5	-5	14	1	11	102	-3	-1	100	0.5	-2
COc1cc(SC)ccc1C(=O)OCC(=O)NC(=O)NC(C)C	-1	-1	7	5	22	103	-3	-7	100	0.3	-5
CCONc1ncnc2nonc12	0	-1	16	12	4	98	3	1	101	-0.3	-2
Cc1cc(C(=O)COc2nncc3ccccc23)c(C)n1C	3	4	35	0	4	91	1	-3	91	0.0	14
O=c1[nH]c(CN(CCO)CCO)nc2c1C1(CCCCC1)Cc1ccccc1-2	0	-1	8	0	12	112	0	-2	104	-0.1	0
COc1ccccc1NS(=O)(=O)c1cccc(NC(=O)c2cc3ccccc3oc2=O)c1	-1	-3	8	10	8	99	0	-1	98	0.8	-5
Cc1ccc(CNC(=O)c2ccc3c(=O)n(CC4CCCO4)c(=S)[nH]c3c2)cc1 (stereo not given)	-6	0	47	2	5	105	-6	-4	103	0.1	-9
CCOC(=O)CSc1nc(C)c2cc(C)c(C)cc2n1	-7	-6	10	5	10	101	-3	-2	101	0.7	-14
CCc1c(C(=O)NNC(=S)NCC2CCCO2)csc1C (stereo not given)	0	1	8	2	3	102	4	2	100	0.3	-3
O=C1CC(c2ccc(F)cc2)Sc2nc(C34CC5CC(CC(C5)C3)C4)nn21 (stereo not given)	9	8	10	25	16	98	9	8	96	-0.1	10
Cc1ccc(S(=O)(=O)N2CCC(C(=O)Nc3ccccc3N3CCCCC3)CC2)cc1	-2	0	20	49	33	103	-6	-15	102	9.8	-7
CC(=O)c1cccc(CN2CCN(C(C)C)C(CCO)C2)c1 (stereo not given)	1	-3	18	5	7	92	0	1	98	0.9	3
CC1=Nc2ccc(Br)cc2C(c2ccccc2)N1CC(=O)O (stereo not given)	-7	-4	18	1	11	104	-7	-7	99	0.1	-5
CCS(=O)(=O)NCC(c1cccnc1)N1CCN(c2ccccc2F)CC1 (stereo not given)	0	1	10	5	24	105	2	-7	111	1.5	-9
COc1ccc(NC(C)=O)cc1NC(=O)c1ccc(Cl)cc1	-4	-3	12	14	10	102	-3	-5	102	-1.8	-6
CCOC(=O)c1ccc(NC(=O)c2c(C)[nH]c(C(=O)OCC)c2C)cc1	-1	-1	49	0	6	107	-6	-9	105	0.3	-7
O=S(=O)(c1ccccc1)N1CCC(O)(CSc2ccc(Cl)cc2)CC1	0	0	13	0	35	98	-4	0	102	0.2	-4
COCCSc1ccccc1C(=O)Nc1nccs1	3	0	16	0	10	98	1	1	100	0.0	-2
CCC1=NN(C(=O)c2ccc(C)cc2)C(O)(c2ccc(Br)cc2)C1 (stereo not given)	-3	0	16	7	19	104	-3	-10	102	0.4	-4
CCCCN(CC)Cc1ccc(CNC(=S)Nc2ccccc2F)o1	-3	-4	15	1	7	100	-2	-5	103	0.3	-6
CCCCn1c(NC(=O)CC)c(C#N)c2nc3ccccc3nc21	-3	-2	13	2	20	99	-2	-3	99	0.4	0
N#CCC(=O)Nc1ncc(Cc2ccccc2Cl)s1	-12	-11	10	-1	26	103	-6	-7	103	-0.5	-5
O=C1CC(c2cccc(F)c2)SC(N(c2ccccc2)c2ccccc2)=N1 (stereo not given)	0	2	25	2	7	102	0	0	102	0.6	0
O=C(COC(=O)Cc1ccc(Br)cc1)NCC1CCCCC1	1	5	16	14	9	101	0	-3	100	1.1	0
CC(=O)N(Cc1c(C#N)c2ccccc2n1C)c1ccccc1	-2	-3	13	3	22	101	-5	-2	101	0.9	-2
CN1CCc2c(c3ccccc3n2C)C1	-3	-1	19	1	37	97	-3	0	98	0.2	2
Cc1cccc(NC(=O)C2CC(O)CN2C(=O)OCc2ccccc2)c1 (stereo not given)	-3	3	12	4	9	101	-8	-10	100	0.6	-10
CCOC(=O)N1CCC(Nc2c(NCCN3CCN(c4ccccc4F)CC3)c(=O)c2=O)CC1	-4	-2	20	-1	8	101	-6	-4	103	-0.2	-4
Cc1ccc(S(=O)(=O)CC(=O)NC(C)(C)C)cc1	-5	-2	18	0	6	101	6	-2	104	-0.3	-3
Clc1ccc(-c2cnn3c(-c4ccncc4)ccnc23)cc1	-3	-4	17	6	11	100	-2	-2	100	0.5	0
O=C(COc1ccc(-c2ccccc2)cc1)N1CCN(S(=O)(=O)Cc2ccccc2)CC1	-9	0	32	11	14	102	-8	-12	101	1.0	-6
CCn1c(-c2c[nH]c3ccccc23)n[nH]c1=S	-1	0	47	-1	3	103	-2	-1	102	-0.3	-15
Cc1nc(-c2ccncc2)sc1C(=O)Nc1ccc(Cl)cc1	1	-2	14	5	8	107	-2	-6	109	1.3	-1
Cn1c(N)c(C(=O)COC(=O)C2CC(=O)N(Cc3ccccc3)C2)c(=O)n(C)c1=O (stereo not given)	-4	-6	20	-1	6	99	-6	-6	101	-0.2	-6
Brc1cccc(-c2cnc3n2CCCCC3)c1	-4	0	27	4	14	101	-4	-7	102	0.7	-4
COCCCNC(=O)c1ccc(N(C)S(C)(=O)=O)cc1	0	1	33	.	14	100	1	1	101	1.4	4
CN(CCCN1CCOCC1)Cc1nc(-c2ccccc2)no1	-3	0	13	0	11	102	-3	-4	102	0.0	-1
COc1ccccc1C1CCCN1Cc1nc(-c2ccc(C)s2)oc1C (stereo not given)	0	0	13	0	14	108	-5	-7	106	-0.2	-4
CC(=O)Nc1ccc(NC(=O)CCn2nnc3ccccc32)cc1	-3	0	15	-3	7	101	-1	-4	98	0.0	-2
O=C(N/N=C/c1cc2ccccc2nc1Cl)/C(=C/c1cccs1)NC(=O)c1ccccc1	7	3	13	-2	32	98	0	-2	103	-0.6	1
Cc1cc(C)n2nc(S(=O)(=O)NC(C)(C)C)nc2n1	-2	-4	12	-1	6	107	-6	-2	101	-0.3	0
CC(=O)c1ccc(S(=O)(=O)Nc2cc3c(cc2C(C)=O)OCO3)cc1	-3	0	10	0	23	103	-1	-7	102	0.0	-5

Gathered by group: the compounds so far with a Cl atom (10)
SMILES	Bim-Bcl-XL	Bim-Bcl-W	GSH bead fluor	ABCG2 block	Avidin bead fluor	RGS7-Gao reg	Bcl-2 Bim block	Bfl-1 Bim block	RGS4-Gao reg	ABCB1 inh	Bcl-B Bim block
Cc1cc(OCC(O)CN(CCO)CCO)ccc1Cl (stereo not given)	0	0	8	0	13	106	-1	0	109	0.0	-1
CCCCn1c(Cl)nc2c1c(=O)n(C)c(=O)n2C	0	0	15	5	8	92	-1	1	91	0.3	0
CN(Cc1cn(C)nc1-c1cccc(Cl)c1)C1CCOCC1	-6	-7	17	0	10	93	-3	-4	96	-0.1	-5
Oc1c(C(Nc2ccccn2)c2cccnc2)cc(Cl)c2cccnc12 (stereo not given)	-6	-2	9	-10	15	93	-9	0	97	-0.8	-3
COc1ccc(NC(C)=O)cc1NC(=O)c1ccc(Cl)cc1	-4	-3	12	14	10	102	-3	-5	102	-1.8	-6
O=S(=O)(c1ccccc1)N1CCC(O)(CSc2ccc(Cl)cc2)CC1	0	0	13	0	35	98	-4	0	102	0.2	-4
N#CCC(=O)Nc1ncc(Cc2ccccc2Cl)s1	-12	-11	10	-1	26	103	-6	-7	103	-0.5	-5
Clc1ccc(-c2cnn3c(-c4ccncc4)ccnc23)cc1	-3	-4	17	6	11	100	-2	-2	100	0.5	0
Cc1nc(-c2ccncc2)sc1C(=O)Nc1ccc(Cl)cc1	1	-2	14	5	8	107	-2	-6	109	1.3	-1
O=C(N/N=C/c1cc2ccccc2nc1Cl)/C(=C/c1cccs1)NC(=O)c1ccccc1	7	3	13	-2	32	98	0	-2	103	-0.6	1
